Compound activity: PubChem, Broad Institute
Mtb BioA inh: blocks M. tuberculosis BioA enzyme activity; 0.096% of 360,000 active; purified M. tuberculosis BioA enzyme, plate reader; inhibition, % at 9.99 µM; in the data active means inhibition above about 40%
Active calls of the source: *; & = joins results of further samples. Only part of the results is shown. The share of hits here may be higher or lower than overall.

compound | Mtb BioA inh
O=C(C[C@H]1CC[C@@H]2[C@H](COC[C@@H](O)CN2Cc2nccs2)O1)NCc1ccc(-c2ccccc2)cc1 | 0.4
O=C(C[C@@H]1CC[C@@H](NC(=O)CN2CCOCC2)[C@@H](CO)O1)NC1CCCCC1 | -0.9
C[C@@H]1CN([C@H](C)CO)C(=O)c2cc(C#C[C@@H](C)O)cnc2O[C@@H]1CN(C)Cc1cccc(F)c1 | 2.2
CC(=O)N(C)C[C@@H]1Oc2cc(C#Cc3cccc(F)c3)ccc2S(=O)(=O)N([C@@H](C)CO)C[C@@H]1C | -3.9
CN(C)CCCNC(=O)[C@@H]1[C@@H](CO)[C@@H]2Cn3c(ccc(-c4ccc(F)cc4)c3=O)[C@@H]2N1C | -1.6
O=C(NC1CCCC1)[C@@H]1[C@@H](CO)[C@@H]2Cn3c(ccc(-c4cccnc4)c3=O)[C@@H]2N1CC1CC1 | 1.8
Cc1ccc(S(=O)(=O)Nc2ccc3c(c2)C(=O)N([C@H](C)CO)C[C@H](C)[C@@H](CN(C)S(C)(=O)=O)OCCCC[C@@H](C)O3)cc1 | -1.0
Cc1ccc(-c2cnc3c(c2)C(=O)N([C@@H](C)CO)C[C@H](C)[C@H](CN(C)C(=O)Cc2ccccc2)O3)cc1 | 4.4
COc1cccc(NC(=O)C[C@H]2CC[C@@H]3[C@H](COc4ccc(NC(=O)c5ccccc5F)cc4C(=O)N3C)O2)c1 | -2.0
C[C@H](CO)N1C[C@H](C)[C@H](CN(C)S(C)(=O)=O)Oc2ccc(NC(=O)CCC(F)(F)F)cc2CC1=O | -1.1
O=C(C[C@H]1C[C@@H]2c3cc(NC(=O)C4CCOCC4)ccc3O[C@@H]2[C@H](CO)O1)NCCN1CCCCC1 | -3.8
CC(C)NC(=O)N1Cc2cc(C(=O)NC3Cc4ccccc4C3)nc(-c3cccc(-c4cccnc4)c3)c2[C@H]1CCO | -2.7
C[C@@H]1CN([C@H](C)CO)C(=O)c2cccc(NS(=O)(=O)c3cn(C)cn3)c2O[C@@H]1CN(C)C(=O)NC1CCCCC1 | -0.2
CN1C(=O)c2cc(NC(=O)Cc3cccs3)ccc2OC[C@@H]2O[C@@H](CC(=O)N[C@@H]3CCN(Cc4ccccc4)C3)CC[C@@H]21 | -0.4
C[C@@H]1CN([C@@H](C)CO)S(=O)(=O)c2ccc(C3=CCCC3)cc2O[C@H]1CN(C)S(=O)(=O)c1cn(C)cn1 | 3.7
COc1cccc(CN(C)C[C@H]2OCc3ccccc3-c3ccccc3C(=O)N([C@@H](C)CO)C[C@H]2C)c1 | 1.4
COc1ccc(S(=O)(=O)N(C)C[C@H]2Oc3c(NC(=O)c4ccc(-c5nccs5)cc4)cccc3C(=O)N([C@@H](C)CO)C[C@@H]2C)cc1 | -0.9
C[C@@H]1CN([C@@H](C)CO)C(=O)c2cc(NC(=O)Cc3ccccc3)ccc2O[C@@H](C)CCCCO[C@H]1CN(C)Cc1ccc2c(c1)OCO2 | -0.9
OC[C@@H]1[C@H](c2ccc(C#Cc3ccccc3)cc2)[C@@H]2CN(Cc3cncnc3)CCCCN12 | -2.3
CO[C@H]1CN(C)C(=O)c2cc(NS(C)(=O)=O)ccc2OC[C@H](C)N(C(=O)CN(C)C)C[C@H]1C | -0.8
CCC(=O)Nc1ccc2c(c1)OC[C@@H](C)N(Cc1ccccc1)C[C@H](C)[C@H](OC)CN(C)C2=O | 0.5
C[C@H](CO)N1C[C@H](C)[C@H](CN(C)Cc2ccncc2)Oc2ccc(NC(=O)Cc3ccccc3)cc2C1=O | 0.9
C[C@H]1CN([C@@H](C)CO)C(=O)CCCn2cc(nn2)CO[C@H]1CN(C)S(=O)(=O)c1cccs1 | -3.8
CN1C(=O)c2cc(NC(=O)c3ccccc3)ccc2OC[C@H]2O[C@@H](CC(=O)NCC3CC3)CC[C@H]21 | 11
COC(=O)[C@@H]1[C@@H](CO)[C@@H]2Cn3c(ccc(C4=CCCCC4)c3=O)[C@@H]2N1C(=O)c1ccccc1F | -1.1
C[C@@H]1CCCCO[C@@H](CN(C)C(=O)C2CCCCC2)[C@H](C)CN([C@@H](C)CO)C(=O)c2cc(NC(=O)c3ccncc3)ccc2O1 | 1.9
O=C(CCN1CCCCC1)NCC[C@H]1CC[C@@H](NC(=O)C2CCOCC2)[C@H](CO)O1 | 0.4
C[C@H]1CN([C@@H](C)CO)C(=O)c2cccc(NC(=O)c3cnccn3)c2O[C@H]1CN(C)C(=O)Nc1ccccc1 | -2.3
C[C@@H]1CN([C@@H](C)CO)C(=O)Cc2cc(NS(=O)(=O)c3ccccc3)ccc2O[C@@H]1CN(C)C(=O)Nc1ccccc1 | -0.8
C[C@@H]1CN([C@@H](C)CO)C(=O)c2cccc(NS(=O)(=O)c3ccc(Cl)cc3)c2O[C@@H]1CN(C)S(=O)(=O)c1ccccc1 | 0.6
Cc1noc(C)c1NC(=O)N(C)C[C@@H]1OCCCC[C@@H](C)Oc2ccc(NS(=O)(=O)c3cn(C)cn3)cc2C(=O)N([C@@H](C)CO)C[C@H]1C | -0.8
CO[C@@H]1CN(C)C(=O)c2cc(NS(=O)(=O)c3ccccc3)ccc2OC[C@H](C)N(Cc2ccccn2)C[C@@H]1C | -0.8

Some of the entries so far, field by field:
Compound: C[C@H]1CN([C@@H](C)CO)C(=O)c2cccc(NC(=O)c3cnccn3)c2O[C@H]1CN(C)C(=O)Nc1ccccc1
  Mtb BioA inh: -2.3

Compound: C[C@@H]1CN([C@@H](C)CO)C(=O)Cc2cc(NS(=O)(=O)c3ccccc3)ccc2O[C@@H]1CN(C)C(=O)Nc1ccccc1
  Mtb BioA inh: -0.8

Looked up above:
Mtb BioA inh with COc1cccc(CN(C)C[C@H]2OCc3ccccc3-c3ccccc3C(=O)N([C@@H](C)CO)C[C@H]2C)c1 → 1.4
Mtb BioA inh with C[C@@H]1CN([C@@H](C)CO)C(=O)c2cc(NC(=O)Cc3ccccc3)ccc2O[C@@H](C)CCCCO[C@H]1CN(C)Cc1ccc2c(c1)OCO2 → -0.9

The main list resumes, repeating the 2 entries before the break.
compound | Mtb BioA inh
Cc1noc(C)c1NC(=O)N(C)C[C@@H]1OCCCC[C@@H](C)Oc2ccc(NS(=O)(=O)c3cn(C)cn3)cc2C(=O)N([C@@H](C)CO)C[C@H]1C | -0.8
CO[C@@H]1CN(C)C(=O)c2cc(NS(=O)(=O)c3ccccc3)ccc2OC[C@H](C)N(Cc2ccccn2)C[C@@H]1C | -0.8
CC(C)C#Cc1ccc2c(c1)O[C@@H](CN(C)C(=O)Nc1ccccc1)[C@@H](C)CN([C@H](C)CO)S2(=O)=O | 3.0
COC(=O)[C@H]1[C@H](CO)[C@H]2Cn3c(ccc(-c4cccc(F)c4)c3=O)[C@H]2N1C(C)=O | 0.3
CCC(=O)N(C)C[C@H]1Oc2cc(-c3ccc(F)cc3)ccc2S(=O)(=O)N([C@@H](C)CO)C[C@H]1C | -2.3
COCC#Cc1cnc2c(c1)C(=O)N([C@H](C)CO)C[C@H](C)[C@H](CN(C)C(=O)Nc1ccccc1OC)O2 | 1.0
COCC#Cc1ccc2c(c1)O[C@H](CN(C)Cc1ccc(F)cc1)[C@@H](C)CN([C@@H](C)CO)S2(=O)=O | 5.0
CCCN1[C@@H]2c3cccc(=O)n3C[C@H]1[C@H](CO)[C@H]2C(=O)N1CCCCC1 | -2.1
CO[C@H]1CC[C@H]2CCOc3c(C#N)cccc3C(=O)N(C)[C@H](C)C(=O)N(C)C[C@H]1O2 | -0.9
O=C(C[C@H]1CC[C@@H]2[C@H](COC[C@@H](O)CN2S(=O)(=O)c2cccc(Cl)c2)O1)N1CCOCC1 | -0.6
CO[C@H]1CN(C)C(=O)c2ccc(NC(=O)C3CCOCC3)cc2OC[C@H](C)N(C(=O)c2ccccc2)C[C@H]1C | 0.6
C[C@@H]1CCCCO[C@@H](CN(C)S(=O)(=O)c2ccccc2)[C@@H](C)CN([C@H](C)CO)C(=O)c2cc(NC(=O)Nc3cccc4ccccc34)ccc2O1 | -4.4
O=C(NC1CCCCC1)N[C@H]1CC[C@@H](CC(=O)N2CCOCC2)O[C@H]1CO | -2.9
CN1c2ccc(-c3cccc(F)c3)cc2[C@H]2[C@H](CCN2C(=O)Nc2ccccc2F)[C@H]1CO | 7.4
CS(=O)(=O)N1C[C@H](O)COC[C@H]2O[C@@H](CC(=O)NCc3ccccc3)CC[C@@H]21 | 1.5
CCCN1C[C@H](C)[C@H](OC)CN(C)C(=O)c2cc(NS(=O)(=O)c3cn(C)cn3)ccc2OC[C@H]1C | 1.7
C[C@@H]1CN([C@@H](C)CO)C(=O)Cc2cc(NC(=O)C3CCCCC3)ccc2O[C@H]1CN(C)S(C)(=O)=O | 1.5
O=C(NCC[C@H]1CC[C@@H](NS(=O)(=O)c2ccc(Cl)cc2)[C@H](CO)O1)c1ccccc1F | 8.3
CN(C)Cc1cn(CC[C@H]2CC[C@H](NS(=O)(=O)c3ccccc3)[C@@H](CO)O2)nn1 | 0.2
C[C@@H]1CN([C@H](C)CO)C(=O)Cc2cc(NS(=O)(=O)c3ccccc3)ccc2O[C@H]1CN(C)S(C)(=O)=O | 1.1
CC(=O)N(C)C[C@H]1Oc2ncc(C#C[C@H](C)O)cc2C(=O)N([C@H](C)CO)C[C@H]1C | -1.7
CCCN(C)C[C@H]1Oc2cc(C#Cc3ccccc3OC)ccc2S(=O)(=O)N([C@@H](C)CO)C[C@H]1C | 0.4
COc1ccccc1-c1ccc2c(c1)O[C@@H](CN(C)C(=O)c1cccnc1)[C@@H](C)CN([C@H](C)CO)S2(=O)=O | 0.6
CN1C(=O)c2cc(NS(=O)(=O)c3ccccc3F)ccc2OC[C@H]2O[C@H](CC(=O)NC3Cc4ccccc4C3)CC[C@H]21 | -1.1
CO[C@H]1CN(C)C(=O)c2cc(NC(=O)C3CCCCC3)ccc2OC[C@@H](C)N(Cc2nccs2)C[C@@H]1C | 1.6
CCCNC(=O)N1[C@H](C#N)[C@@H](c2ccc(-c3cccnc3)cc2)[C@H]1CO | 0.9
CCC(=O)Nc1ccc2c(c1)OC[C@H](C)N(Cc1ccccc1C(=O)O)C[C@@H](C)[C@H](OC)CN(C)C2=O | -2.4
Cc1noc(C)c1NC(=O)N(C)C[C@H]1OCCCC[C@@H](C)Oc2ccc(NC(=O)NC(C)C)cc2C(=O)N([C@H](C)CO)C[C@@H]1C | -0.9
O=C(NCC1CCCCC1)[C@@H]1[C@@H](CO)[C@@H]2Cn3c(cccc3=O)[C@H]1N2C(=O)c1cccnc1 | -0.9
C[C@@H]1CN([C@@H](C)CO)C(=O)c2cc(C#Cc3ccc(F)cc3)cnc2O[C@H]1CN(C)Cc1ccccn1 | -1.1
COc1ccccc1-c1ccc([C@@H]2[C@@H](CO)N3CCCCN(S(=O)(=O)c4cn(C)cn4)C[C@@H]23)cc1 | -0.1
COc1ccc(NC(=O)N(C)C[C@H]2OCCCC[C@@H](C)Oc3ccc(NC(=O)C4CCCCC4)cc3C(=O)N([C@H](C)CO)C[C@H]2C)cc1 | -3.8
CCN1[C@@H]2c3ccc(-c4ccc(F)cc4)c(=O)n3C[C@@H]2[C@@H](CO)[C@@H]1C(=O)N(C)C | -1.1
CO[C@@H]1CN(C)C(=O)c2cc(NS(=O)(=O)c3ccc(C)cc3)ccc2OC[C@H](C)NC[C@H]1C | -0.9
C[C@@H]1CN([C@H](C)CO)C(=O)c2cc(NS(C)(=O)=O)ccc2O[C@@H](C)CCCCO[C@H]1CN(C)S(=O)(=O)c1ccccc1 | 3.9
C[C@@H]1CCCCO[C@@H](CN(C)S(=O)(=O)c2ccccc2)[C@@H](C)CN([C@H](C)CO)C(=O)c2cc(NC(=O)c3ccccc3)ccc2O1 | -1.4
COCC(=O)Nc1ccc2c(c1)[C@H]1C[C@H](CC(=O)NCc3ccc(-c4ccccc4)cc3)O[C@H](CO)[C@H]1O2 | -1.7
C[C@H](CO)N1C[C@H](C)[C@H](CN(C)C(=O)Nc2ccc3c(c2)OCO3)OCc2cnnn2CCCC1=O | 1.1&1.4
Cc1noc(C)c1NC(=O)N(C)C[C@H]1Oc2c(NC(=O)c3nc4ccccc4s3)cccc2C(=O)N([C@H](C)CO)C[C@@H]1C | 0.4
C[C@@H]1CN([C@@H](C)CO)C(=O)c2c(c3ccccc3n2C)-c2ccccc2CO[C@H]1CN(C)S(=O)(=O)c1ccccc1F | 1.0
COc1ccccc1NC(=O)N[C@@H]1CC[C@@H](CCNS(=O)(=O)c2ccc(F)cc2)O[C@H]1CO | -3.0
C[C@H](CO)N1C[C@H](C)[C@H](CN(C)S(=O)(=O)c2ccc(Cl)cc2)Oc2ccc(NC(=O)CCC(F)(F)F)cc2C1=O | 1.8
O=C(Nc1ccc(F)cc1)N1C[C@H]2[C@@H](c3ccccc31)[C@H](CO)N2C(=O)c1cccnc1 | -2.9
N#Cc1ccc(-c2ccc3c(c2)[C@H]2[C@H](CCN2C(=O)C2CCCCC2)[C@@H](CO)N3)cc1 | 4.7
CNC[C@@H]1Oc2ccc(NC(=O)Nc3ccc(F)cc3)cc2CC(=O)N([C@H](C)CO)C[C@H]1C | -1.6
COc1ccccc1NC(=O)N1CCCCN2[C@H](C1)[C@H](c1ccc(-c3cccc(C)c3)cc1)[C@@H]2CO | -4.2
CC(=O)N(C)C[C@@H]1Oc2cc(-c3ccc(F)cc3)ccc2S(=O)(=O)N([C@H](C)CO)C[C@H]1C | 8.1
C[C@@H]1CN([C@H](C)CO)C(=O)c2cc(NS(=O)(=O)c3ccc(Cl)cc3)ccc2O[C@H]1CN(C)C(=O)Nc1ccc(F)cc1 | 2.6
C/C=C/c1ccc([C@@H]2[C@H](CO)N(CC3CC3)[C@H]2CNC(=O)c2ccccc2)cc1 | -8.6
COc1ccccc1-c1ccc2n(c1=O)C[C@H]1[C@H](CO)[C@@H](C(=O)NC3CCC3)N(C(C)=O)[C@@H]21 | -1.0
C[C@@H]1CCCCO[C@H](CN(C)Cc2ccccc2)[C@@H](C)CN([C@@H](C)CO)C(=O)c2cc(NS(=O)(=O)c3cccs3)ccc2O1 | 2.0
